From PubChem BioAssay
mIAP act: mouse IAP activation; muIAP, CDP-Star luminescence, 30 min; active compounds read high; 1 = vehicle-only enzyme signal, 0 = enzyme-free wells; activation factor at 10 µM; hit rate 0.24% among 330,000; AID 2805;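 active = activation factor of at least 2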; note: the source names both 10 and 20 µM as test concentration; values of inactives mirror those of a sister screen read the other way
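Assay system: mouse IAP enzyme / Compound: DMSO-dissolved test compounds / Timing: 30 min, room temperature / Measured by: luminescence from enzymatic CDP-Star hydrolysis / Control set: DMSO-only wells, enzyme-free buffer wells as negative control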
APOBEC3G inh: APOBEC3G (human) deaminase inhibition; Q9HC16; recombinant A3G, ssDNA deamination FAM/TAMRA fluorescence; inhibition, % at 20 µM; hit rate 0.28% among 330,000;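 active = inhibition of at least 40% at 20 µM, with no more than 30% in the related APOBEC3A deaminase screen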;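 note: plate controls were DMSO wells with A3G for no effect and wells lacking A3G enzyme for full effect; some compounds called inactive have numbers as strong as hits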
Target sequence (Q9HC16 whole entry, looked up): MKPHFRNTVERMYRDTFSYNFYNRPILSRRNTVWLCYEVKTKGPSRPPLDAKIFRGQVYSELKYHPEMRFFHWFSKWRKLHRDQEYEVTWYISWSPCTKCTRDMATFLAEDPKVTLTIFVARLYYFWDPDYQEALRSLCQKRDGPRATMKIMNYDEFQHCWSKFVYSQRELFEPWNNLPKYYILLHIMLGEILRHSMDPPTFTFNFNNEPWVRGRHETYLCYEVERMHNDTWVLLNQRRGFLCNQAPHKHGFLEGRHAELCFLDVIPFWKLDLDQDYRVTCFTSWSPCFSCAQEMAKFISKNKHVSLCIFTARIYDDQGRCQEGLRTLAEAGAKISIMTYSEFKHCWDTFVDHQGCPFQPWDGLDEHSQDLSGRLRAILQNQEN
TIM10 inh: growth inhibitors of TIM10 yeast strain; hit rate 1.4% among 330,000; S. cerevisiae TIM10 strain growth, BacTiter-Glo luminescence, 24 h; inhibition, % at 10 µM; AID 463195;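 active = inhibition of 40% or more at the single tested concentration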;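 note: wild-type TIM10 isogenic control strain grown at permissive 25 °C; 0% = DMSO yeast wells and 100% = minimal medium wells without yeast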
NLRP3 yeast inh: blocks the NALP3 inflammasome reconstituted in yeast; Yeast reconstituted NLRP3/ASC/caspase-1, beta-gal luminescence, 24 h; inhibition, % at 10 µM; hit rate 0.39% among 330,000;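 active = inhibition of 50% or more; inactive = inhibition below 50%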;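 note: plate controls were induced DMSO wells for no effect and uninduced yeast grown without galactose for full effect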
tim10-1 inh: inhibits growth of tim10-1 mutant yeast; S. cerevisiae tim10-1 ts strain growth, BacTiter-Glo, 24 h; inhibition, % at 20 µM; hit rate 2.2% among 330,000;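 active = inhibition of at least 40%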;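 note: mutant grown at 25 °C; 0% = DMSO wells with yeast and 100% = wells holding no yeast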
mIAP block: blocks mouse intestinal alkaline phosphatase. purified mouse IAP, CDP-Star luminescence, 30 min. inhibition, % at 10 µM. hit rate 0.2% among 330,000;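 active = inhibition of at least 40% at 10 µM in the primary screen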;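 note: plate controls were DMSO with enzyme for no effect and no enzyme wells for full effect; values of inactives mirror those of a sister screen read the other way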
APOBEC3A inh: blocks human APOBEC3A ssDNA deamination; hit rate 0.41% among 330,000; AID 493011; inhibition, % at 20 µM; recombinant A3A, FAM/TAMRA ssDNA deamination fluorescence; P31941;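 active = at least 40% inhibition at 20 µM here, with at most 30% in a related deaminase screen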;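 note: plate controls were A3A with DMSO for no effect and wells lacking A3A enzyme for full effect; some results filed as inactive read as strong as hits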
hIAP block: blocks human intestinal alkaline phosphatase; AID 2544; P09923; hit rate 0.12% among 330,000; purified IAP, CDP-Star luminescence, 30 min; inhibition, % at 10 µM;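 active = inhibition reaching a set limit with compound at 10 µM in the primary screen, cut at about 35% in these data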;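 note: plate controls were DMSO wells with enzyme for no effect and no-enzyme buffer wells for full effect; values of inactives mirror those of a sister screen read the other way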
Target sequence (P09923 whole entry, looked up): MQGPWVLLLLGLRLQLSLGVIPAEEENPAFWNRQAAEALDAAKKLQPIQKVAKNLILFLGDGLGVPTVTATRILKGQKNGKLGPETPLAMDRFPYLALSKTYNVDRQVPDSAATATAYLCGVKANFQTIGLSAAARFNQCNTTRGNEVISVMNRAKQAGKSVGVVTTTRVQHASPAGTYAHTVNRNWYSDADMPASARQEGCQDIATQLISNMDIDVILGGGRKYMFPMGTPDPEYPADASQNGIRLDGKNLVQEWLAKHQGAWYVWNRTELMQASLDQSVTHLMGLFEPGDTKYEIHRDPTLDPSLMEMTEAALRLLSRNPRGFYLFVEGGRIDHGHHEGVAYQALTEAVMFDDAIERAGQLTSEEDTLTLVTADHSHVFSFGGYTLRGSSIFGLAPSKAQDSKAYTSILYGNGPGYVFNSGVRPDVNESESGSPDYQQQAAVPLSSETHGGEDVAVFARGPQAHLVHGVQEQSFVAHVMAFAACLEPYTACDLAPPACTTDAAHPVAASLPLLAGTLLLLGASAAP
beta cell repl: inducers of beta-cell replication in MIN6 cells | MIN6 cells proliferation, ATPlite luminescence, 48 h; cells starved in 0.2% serum; 100% = growth in 10% serum | proliferation, % at 10 µM | hit rate 0.29% among 330,000;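 active = compounds whose signal lies at least 3.5 SD above the mean of all wells on their plate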;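 note: 0% = DMSO-treated cells in low-serum medium and 100% = 10% serum control; some compounds called inactive have numbers as strong as hits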
* = called active by the depositor.

SMILES	mIAP act	APOBEC3G inh	TIM10 inh	NLRP3 yeast inh	tim10-1 inh	mIAP block	APOBEC3A inh	hIAP block	beta cell repl
C/C(Cl)=C/Cn1c(=O)c2c(nc(Br)n2Cc2ccccc2)n(C)c1=O	1	-3	-28	6	3	-4	-1	2	-4
CC(=O)Cc1nsc(NC(=O)c2ccc(-c3cc(C(F)(F)F)ccc3Cl)o2)n1	0.98	-3	12	9	31	2	-1	-16	-4
Cc1cccc(NC(=O)CCc2nc3sc4c(c3c(=O)[nH]2)CCCC4)n1	0.98	-1	10	-1	25	2	7	-8	-4
CCC1CN(C(=O)N2CCC(C(=O)NCc3ccc(C)o3)CC2)c2cc(C)ccc2O1 (stereo not given)	1.1	5	4	7	2	-5	2	-26	-1
CCC(C)[C@H](NC(=O)NCc1cccnc1)C(=O)OC (stereo not given in full)	1.1	2	12	4	8	-6	6	2	1
CC/C(=N/NS(=O)(=O)c1ccc(Cl)cc1)c1ccc(O)cc1	0.93	-9	22	-8	22	7	2	11	-5
O=C1CC(c2cc([N+](=O)[O-])ccc2Cl)c2c(ccc3ccccc23)N1 (stereo not given)	0.92	-5	4	3	5	8	2	-2	0
O=C(Nc1ccc(F)cc1F)Nc1sccc1-c1nc2ccccc2s1	1	-6	25	14	28	0	-4	0	-3
O=[N+]([O-])c1c(NCCCO)cc(N2CCN(Cc3ccc4c(c3)OCO4)CC2)c2nonc12	0.82	-1	-9	-1	14	18	2	12	-3
O=C1NC(=O)C(CC(=O)N(Cc2ccco2)C2(C(=O)NC3CCCC3)CCCCC2)N1 (stereo not given)	0.98	-2	10	5	3	2	-3	0	4
O=C(CSc1nc(-c2ccccc2)nc2ccc(F)cc12)Nc1ccc(C(=O)O)cc1	0.97	-11	-2	2	14	3	3	-8	-2
CCOC(=O)CNc1ccc(C(=O)OCC)cc1[N+](=O)[O-]	0.93	-2	11	12	6	7	-1	0	0
CC(=O)Nc1ccc(S(=O)(=O)NCCC(=O)NCC2COc3ccccc3O2)cc1 (stereo not given)	0.96	18	7	1	5	4	-4	2	-3
COc1cccc(-n2cc(C(=O)NC(C)C)c3ccccc3c2=O)c1	1	-9	-15	-2	9	0	-5	-10	-2
COc1cccc(C=Nc2ccc3c(c2)OCCO3)c1O	0.98	4	15	6	-2	2	0	-15	-2
COc1ccc(NC(=S)N2CCN(CCN3C(=O)c4cccc5cccc(c45)C3=O)CC2)cc1	0.89	-8	-14	4	7	11	3	4	2
COc1cc2c(cc1OC)C(c1cccc([N+](=O)[O-])c1)N(C(=O)CCC(=O)O)CC2 (stereo not given)	0.96	-5	6	13	-10	4	-3	-6	6
CCCCN(CC)CCCNC(=O)CN1C(=O)CSc2ccc(S(=O)(=O)N3CCOCC3)cc21	1	-3	11	5	1	-4	4	3	-1
O=C(NCc1ccccc1)C(=O)Nc1nc(C23CC4CC(CC(C4)C2)C3)cs1	1.1	-3	21	15	12	-7	2	4	0
COC(=O)C1SCC2C(=O)N(Cc3cccc(C)c3)CC(=O)N21 (stereo not given)	0.92	-7	-4	-5	-17	8	-4	25	2
O=C(/C=C/c1ccccc1)C1=C(O)C(=O)N(CCO)C1c1ccccc1[N+](=O)[O-] (stereo not given)	0.96	-6	19	-26	21	4	-1	-1	-2
COc1cc2c(C(=O)NCCCOC(C)C)cn(CC(C)C)c(=O)c2cc1OC	0.98	-1	9	6	15	2	-1	12	0
CCCCCCC1CC(CC(=O)Nc2ccc([N+](=O)[O-])cc2)C(=O)O1 (stereo not given)	0.93	-7	23	18	21	7	0	15	-5
Cc1c(C(C)CCCO)oc(=O)c2c1Oc1c(C)c(C(C)C[C@H](C)O)oc(=O)c1C2 (stereo not given in full)	0.89	-4	6	16	-4	11	-2	-12	-2
CNc1c(NS(=O)(=O)c2ccc(CC(C)C)cc2)c(=O)oc2ccccc12	0.92	-4	-26	11	-17	8	0	3	0
COCCOC(=O)CC1=NC(=O)CS1	1.1	-5	3	8	1	-9	-7	11	-2
O=C(CC1(O)C(=O)Nc2ccccc21)c1cccc(Br)c1 (stereo not given)	1	-10	7	-8	8	-4	-1	-2	3
O=C(Nc1ccccc1)Nc1cccc(-c2cn3cccnc3n2)c1	1.2	-8	5	4	12	-17	3	6	-2
CCc1nonc1NC(=O)c1oc2ccc(C)cc2c1C	1	0	-27	14	-15	-4	0	-26	-2
Cc1ccc(-c2c(C#N)c(N)nc3c2CCCCC3)o1	0.97	-5	9	19	15	3	0	12	2
O=C(CNC(=O)C1CC1)Nc1ccc(F)c(F)c1F	0.99	-5	-6	11	-12	1	-1	4	-2
COC(=O)c1ccc(OCC2NCCc3cc(OC)c(OC)cc32)cc1 (stereo not given)	1	-4	25	13	32	0	-2	-42	1
NC(=O)CCC(C(=O)O)N1C(=O)c2ccc(O)cc2C1=O (stereo not given)	1	-2	-7	21	13	-3	-3	-4	-1
CCN(C(=O)c1cc2c(=O)n3cccc(C)c3nc2s1)C1CCCCC1	1	1	4	11	21	-4	-1	1	0
CCOc1ccc(S(=O)(=O)n2nc(C)c(S(=O)(=O)N3CCOCC3)c2C)cc1	1	-4	1	10	-10	0	-3	-2	-1
Cc1ccc(S(=O)(=O)N(C)c2ccccc2C(=O)N2CCCC2)cc1	1	-2	-4	11	9	-2	0	-5	3
O=C(NCc1ccc(F)cc1)c1cc2n(n1)C(C(F)(F)F)CC(C1CC1)N2 (stereo not given)	1.1	0	1	13	-8	-11	1	6	-1
CCCNC(=O)COc1ncnc2sccc12	0.95	-7	-3	-5	5	5	1	-7	-4
COC(=O)CSc1nnc(Cc2ccccc2)n1-c1ccc(C)cc1	1.1	-4	19	1	41*	-6	-6	6	-1
CN(C)c1ccc(C(CNC(=O)c2cccs2)N(C)C)cc1 (stereo not given)	1.1	-4	-4	18	5	-5	0	-5	-3
O=C1CCCC(=O)N1c1ccc(N2CCOCC2)c([N+](=O)[O-])c1	1.1	-7	-7	-6	5	-11	-5	-17	3
CC(C)CC(c1nnnn1Cc1ccco1)N1CCN(C2CCCC2)CC1 (stereo not given)	0.96	-3	-24	14	13	4	0	10	1
COc1ccc(-c2ccc(C#N)c(SCC(=O)OCc3ccccc3)n2)cc1OC	1	-1	-5	12	9	-4	-1	-10	-3
CCC(C)(C)n1nnnc1C(c1cccs1)N1CCN(c2nc3ccccc3s2)CC1 (stereo not given)	1	-6	38	8	36	0	-2	-16	-4
C/C(=N\NC(=O)COc1ccccc1-c1ccccc1)c1ccc(O)cc1O	0.87	-8	8	15	17	13	0	-36	-5
COc1cccc(CC(=O)Nc2nc(-c3cccnc3)cs2)c1	1	-1	12	19	12	-2	0	25	1
O=C(COc1ccccc1C(=O)N/N=C\c1ccc(O)c(O)c1)N/N=C/c1ccc(O)c(O)c1	0.27	0	-8	-3	-15	73*	-2	58*	-3
CCC1=Nc2cc(C(=O)NCCN3CCCC3)ccc2Sc2ccccc21	1	0	9	3	-3	-1	2	23	-2
CC1CN(C(=O)COC(=O)CSc2ccc([N+](=O)[O-])cc2)CC(C)O1 (stereo not given)	0.92	-4	4	18	-1	8	0	-8	2
CCOc1ccc(CCNC(=O)CCN2C(=O)COc3ccccc32)cc1OCC	1	-4	8	15	9	-3	-3	-18	-3
CC(=O)Oc1ccc(N2C(=O)CCC2=O)cc1	0.95	2	10	15	11	5	4	22	5
C[C@H](CO)N1C[C@H](C)[C@@H](CN(C)C(=O)NC2CCCCC2)Oc2ccc(NS(=O)(=O)c3ccc(F)cc3)cc2C1=O	1	0	0	16	-9	-2	5	13	0
Cc1ccc(C)c(N2CCN(C(=O)c3ccccc3Br)CC2)c1	0.94	1	26	4	31	6	-1	-76	-3
O=C(c1ccco1)N1CCN(C(=O)N2c3ccccc3Sc3ccccc32)CC1	1	-4	25	4	0	-3	-2	10	-4
O=[N+]([O-])c1cccc(S(=O)(=O)Nc2ccc3cn[nH]c3c2)c1	1.1	-7	9	7	7	-7	-1	0	-3
COc1cc(NC(=O)c2cc3nc(-c4ccccc4)cc(-c4ccccc4)n3n2)cc(OC)c1OC	1.1	-4	22	26	9	-7	-6	-3	-4
COc1cccc(CNC(=O)C2CC(=O)N(C3CCCCC3)C2)c1 (stereo not given)	1	5	-1	17	-4	-4	-2	6	-3
COc1ccc(C2=NOC(C(=O)N3CCCc4ccccc43)C2)cc1 (stereo not given)	1	-3	23	-3	24	-3	1	-11	-2
Cc1ccc(C(=O)NCC(=O)Nc2cccc(S(=O)(=O)NC3=NCCCCC3)c2)cc1C	0.99	-5	16	6	8	1	-2	-8	-2
CCN(CC(=O)Nc1cccc(C#N)c1)CC(=O)Nc1cccc(OC)c1	1.1	-5	14	-18	13	-9	0	-4	-2

Limited to tim10-1 inh and beta cell repl (4 entries from above):
smiles	tim10-1 inh	beta cell repl
COc1cccc(CNC(=O)C2CC(=O)N(C3CCCCC3)C2)c1 (stereo not given)	-4	-3
COc1ccc(C2=NOC(C(=O)N3CCCc4ccccc43)C2)cc1 (stereo not given)	24	-2
Cc1ccc(C(=O)NCC(=O)Nc2cccc(S(=O)(=O)NC3=NCCCCC3)c2)cc1C	8	-2
CCN(CC(=O)Nc1cccc(C#N)c1)CC(=O)Nc1cccc(OC)c1	13	-2

Next structures
SMILES	mIAP act	APOBEC3G inh	TIM10 inh	NLRP3 yeast inh	tim10-1 inh	mIAP block	APOBEC3A inh	hIAP block	beta cell repl
COc1ccc(CN2CC34C=CC(O3)C(C(=O)O)C4C2=O)cc1 (stereo not given)	1.1	-14	10	2	16	-12	-4	-15	-2
Cc1ccc(C(=O)NCC(=O)OCC(=O)NC(C)C2CC3CCC2C3)cc1 (stereo not given)	0.96	0	16	2	33	4	23	-35	-1
Cc1ccc(Sc2ncccc2C(=O)NCc2cc([N+](=O)[O-])ccc2O)cc1C	0.89	-6	10	11	14	11	-4	0	5
CC(=O)c1cccc(NC(=O)CN(C)S(=O)(=O)c2cccc3nsnc23)c1	1	-7	-1	3	9	-4	-8	-2	-5
O=C(Cn1cnc2c(cnn2-c2ccc(F)cc2)c1=O)NCC1CCCO1 (stereo not given)	0.9	-2	-4	7	-2	10	-1	-2	-5
O=C(Cc1ccccc1)Nc1cccc(-c2nnc(-c3ccco3)o2)c1	1	-6	14	27	11	-2	1	-17	-1
O=C(Nc1cccc(S(=O)(=O)N2CCCCCC2)c1)C1CCN(C(=O)c2ccc(F)cc2)CC1	1.1	-10	6	24	4	-10	-3	4	-2
CCCCN(C)C(=O)CNC(=O)c1nn(-c2ccc(OC)cc2OC)c(=O)c2ccccc12	1.1	-12	11	16	-7	-9	-4	-3	-1
Cc1ccc2c(C)c(C(=O)NCCN3CCOC3=O)oc2c1C	0.92	-4	4	13	-9	8	0	-11	1
COc1cc(CNCc2ccncc2)cc(Br)c1OCc1ccccc1F	0.76	2	17	29	-6	24	4	3	-3
Cc1nc(NCCN)c(C#N)c2c1COC(C)(C)C2	1.1	-2	-15	18	-6	-9	-1	-10	-1
Cc1ccc(Nc2nc(N)nc(CN3CCCCCC3)n2)cc1	0.95	-5	0	-1	12	4	3	-14	-1
Cc1cc(C(=O)Nc2ccccc2Cl)n(-c2ccccc2)n1	0.98	0	14	16	5	2	-1	-2	0
CCCCOc1cccc(-c2nnc(N)s2)c1	0.97	-5	29	2	53*	3	-3	-4	-1
O=C(CSc1nc(=O)n2ccccc2n1)Nc1ccc2c(c1)OCO2	1	-10	-2	7	-7	-1	-1	-1	1

Compounds as they come. About 4.6% of those tested had a hit in this group.
